# TbREL1 primary = TbREL1 RNA ligase inhibitors, primary screen, biochemical, FRET fluorescence; RNA-editing ligase 1, mitochondrial (Trypanosoma brucei brucei), P86926; TbREL1 RNA ligation; inhibition, % at 9.66 µM; 89,000 compounds, 0.49% hits;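 active means inhibition above the mean inhibition across all screened compounds plus 3 SD, cut at about 11% in these data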;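 further: 0% = plate median of test wells and 100% = NSC42067 control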
# Target sequence (P86926 whole entry, looked up): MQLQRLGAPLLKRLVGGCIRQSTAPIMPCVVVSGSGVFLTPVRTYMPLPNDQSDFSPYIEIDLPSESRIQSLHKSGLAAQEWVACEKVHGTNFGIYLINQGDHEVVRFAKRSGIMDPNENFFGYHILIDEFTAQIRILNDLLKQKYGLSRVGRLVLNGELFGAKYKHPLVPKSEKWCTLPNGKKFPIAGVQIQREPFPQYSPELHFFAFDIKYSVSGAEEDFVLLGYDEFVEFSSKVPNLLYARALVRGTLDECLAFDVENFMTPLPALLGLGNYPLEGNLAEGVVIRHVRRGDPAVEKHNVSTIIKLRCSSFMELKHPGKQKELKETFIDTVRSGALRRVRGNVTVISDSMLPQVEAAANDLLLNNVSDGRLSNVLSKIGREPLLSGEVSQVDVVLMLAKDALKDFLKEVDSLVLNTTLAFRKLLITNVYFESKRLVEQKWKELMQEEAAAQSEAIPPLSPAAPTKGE
# Active calls of the source: *.
structure | TbREL1 primary
O=C(Nc1ccc(O)cc1)C1CCCN1S(=O)(=O)c1ccc(F)cc1 (stereo unspecified) | -3
COc1ccc(OC)c(NC(=O)C2(C)CCN2Cc2cccc(OC)c2OC)c1 (stereo unspecified) | -1
Cc1cc(/C=C(\C#N)C(=O)O)c(C)n1-c1ccc(Br)cc1 | -5
CCCN(CCC)C(=S)NC(=O)c1ccc(-c2ccccc2)cc1 | -6
CC(C)C[C@H](NC(=O)C1CCN(S(=O)(=O)c2ccccc2)CC1)C(=O)NCc1ccncc1 | -1
Cc1cccc(NC(=O)CSc2nc3ccccc3c3nc(CCc4c(C)n[nH]c4C)nn23)c1 | -1
CCOc1ccc(S(=O)(=O)Nc2cccnc2)cc1 | -1
O=CNc1ccc(S(=O)(=O)NCc2ccccc2)cc1 | 0
CCCCOc1cccc(C(=O)Nc2ccc(NC(=O)c3ccco3)cc2)c1 | -2
COc1cccc(OC)c1C(=O)N1CCN(Cc2ccc3c(c2)OCO3)CC1 | 4
COc1ccc(C(=O)OCC(=O)Nc2ccc3c(c2)OCCO3)c(OC)c1 | 0
O=C(NCCc1ccccc1)OCc1cn(-c2cccc(Cl)c2)nn1 | -1
CCOC(=O)Cn1c(C)nc2c(C(=O)OCC)sc(C)c2c1=O | -1
CCOC(=O)CC1C(=O)NCCN1S(=O)(=O)c1ccc(Cl)cc1 (stereo unspecified) | -2
Cc1sc(NC(=O)c2ccccc2)c(C(=O)N2CCN(C)CC2)c1C | -1
CC(=O)Nc1ccc(S(=O)(=O)Oc2ccc(N3C(=O)C4CCCCC4C3=O)cc2)cc1 (stereo unspecified) | 2
O=C(NCc1ccco1)c1ccc(Cn2c(=O)c3ccccc3n(Cc3cccc(Cl)c3)c2=O)cc1 | -3
O=C(COC(=O)c1cccs1)NCc1ccc2c(c1)OCO2 | 1
O=C(O)c1cccc(CSc2ncccn2)c1 | 0
O=c1[nH]c2ccccc2nc1C(Nc1ccccc1)c1ccccc1 (stereo unspecified) | 8
COc1ccc(N2CCN(CC(=O)Nc3c(C)cc(C)cc3C)CC2)cc1 | -6
O=C1COc2cccnc2N1 | 0
O=C(CN(C(=O)CCC(=O)Nc1nccs1)c1ccccc1F)NCc1ccc2c(c1)OCO2 | -3
CCC(C)(C)C1CCc2[nH]nc(C(=O)N/N=C(\C)c3ccco3)c2C1 (stereo unspecified) | 5
CNC(=O)c1ccsc1NC(=O)c1ccc(S(=O)(=O)N2CCOCC2)cc1 | 1
O=C(COC(=O)c1ccc(O)cc1O)Nc1ccc2c(c1)OCCO2 | -1
COc1ccccc1OCCNC(=O)C1CCCCC1 | 7
CC1CC(C)CN(C(=O)C2CCCN(S(=O)(=O)c3cnc[nH]3)C2)C1 (stereo unspecified) | -4
CCCC(C)c1nnc(NC(=O)CS(=O)(=O)Cc2ccccc2)s1 (stereo unspecified) | -2
CN(C(=O)COC(=O)CNC(=O)c1cccs1)c1c(N)n(Cc2ccccc2)c(=O)[nH]c1=O | 3
CC(C)CCC(O)(CCC(C)C)C(=O)NN1CCCCC1 | 1
CC(=O)N[C@@H](Cc1ccc(O)cc1)CN1C(N)=NC[C@@H]1CC(C)C | -2
CC(C)c1ccc(N2CCN(C(=O)c3ccccc3NC(=O)/C=C\C(=O)O)CC2)cc1 | -5
Cc1ccc2c(c1)nnn2C1CCN(CC(=O)N2CCN(c3ccc(F)cc3)CC2)CC1 | -3
Cc1nc(N)c(C#N)c(-c2ccccc2Cl)c1C | -1
COC(=O)c1ccccc1NN=Nc1ccccc1[N+](=O)[O-] | 0
CC1=C(C(=O)N(C(C)C)C(C)C)CC(CC(=O)NCc2ccco2)C(=O)N1CCCN1CCCC1=O (stereo unspecified) | 1
CCCC[C@@H]1C[C@H]1[C@@H](NC(=O)c1ccco1)c1ccc(C(=O)OC)cc1 | 0
C=C(C)CC(Nc1ccc(OC)cc1)c1ccco1 (stereo unspecified) | 7
CC(NC(=O)COC(=O)c1cccs1)c1ccccc1 (stereo unspecified) | 0
COc1ccc(-c2cc(-c3nnc(SCC(=O)Nc4ccccc4-c4ccccc4)n3N)[nH]n2)cc1 | -1
Cc1ccc(C)c(N(C)C(=O)c2cc3c(=O)[nH]c4ccc(C)cc4c3s2)c1 | 3
Cc1c(NC(=O)c2ccccc2N)cccc1C(=O)O | -1
CN(C)C(=O)NC(NC(=S)Nc1ccccc1)C(Cl)(Cl)Cl (stereo unspecified) | 7
CCOc1ccccc1C(=O)N1CCN=C1SC | 1
CCCNC(=O)C1(CC2CC(c3ccccc3)=NO2)CCNCC1 (stereo unspecified) | 2
CCCCN1C(=S)NC[C@@H]1Cc1ccc(O)cc1 | -2
Cc1cc(C)c(C2=CC(=O)C[C@H](c3ccc4c(c3)OCO4)C2)c(C)c1 | 1
O=C(Cc1ccc(-c2ccccc2)cc1)OCC(=O)N1CCCC1=O | 1
C=CCn1c(COc2ccc(Cl)cc2)nnc1SCC(=O)Nc1ccc(S(N)(=O)=O)cc1 | -3
CCCCNC(=O)c1onc(CSc2ccc(F)cc2)c1C(=O)NCCCC | -1
O=C(NC1CCCc2ccccc21)C1CCN(S(=O)(=O)c2ccccc2)CC1 (stereo unspecified) | 1
Cc1cc(Cl)ccc1OCCCC(=O)OCC(=O)Nc1cccc(S(N)(=O)=O)c1 | 3
Cc1cc(C(=O)NC2CCCc3c2cnn3-c2ccc(C(C)(C)C)cc2)nn1C (stereo unspecified) | 1
Cc1cccc(OCC(=O)NNC(=O)c2ccc3nc[nH]c3c2)c1 | 1
O=C(CSc1nc2ccsc2c(=O)n1CC1CCC(C(=O)O)CC1)c1ccc(F)cc1 (stereo unspecified) | -1
CC(C)CC(=O)Nc1ccc(N2CCN(S(C)(=O)=O)CC2)cc1 | -2
COc1cc(NC(=S)N2CCN(C(c3ccccc3)c3ccccc3)CC2)cc(OC)c1 | -1
COc1ccc(NS(=O)(=O)c2ccc(O)c(C(=O)OCC(=O)NC(C)C3CC4CCC3C4)c2)cc1 (stereo unspecified) | -4
CCc1ccc(NC2=NCC(=O)N2c2ccc3c(c2)OCCO3)cc1 | 2

# Continued:
structure | TbREL1 primary
C=C1Cn2c(nnc2-c2ccc(Cl)cc2)S1 | -1
CCOC(=O)CSc1nc2ccccc2c(=O)n1CC1COc2ccccc2O1 (stereo unspecified) | 7
CCc1c(C(=O)N/N=C/c2ccc(C)o2)csc1C | 0
O=C(CCS(=O)(=O)c1ccc(Br)cc1)Nc1ccc2c(c1)OCO2 | -2
CCN(CC)c1nc(Nc2ccccc2)nc(Oc2ccc(=O)n(C)n2)n1 | 8
COc1ccccc1N(C(=O)c1snc(C(N)=O)c1N)C(C(=O)NC1CCCC1)c1ccco1 (stereo unspecified) | 2
Cc1nc(CNC(=O)CC2C(=O)NCCN2Cc2ccc(F)cc2)cs1 (stereo unspecified) | -3
Cc1ccc(C(=O)Nc2cc3c(oc2=O)CCCC3=O)cc1 | -2
CCOC(=O)Cc1csc(NC(=O)CSc2nnnn2-c2ccc(C)cc2C)n1 | -1
C#CCNC(=O)C[C@H]1C[C@@]2(C(=O)OC)C(=C[C@H](C(C)C)O[C@@H]2C2CC2)N(Cc2ccc3c(c2)OCO3)C1=O | 4
COC(c1ccc(Cl)cc1)(c1ccc(Cl)cc1)C(Oc1nc(C)cc(C)n1)C(=O)O (stereo unspecified) | 4
O=C(N/N=C/c1c(Cl)cccc1Cl)C(=O)NC1CC1 | -1
O=C(CN1CCC(Cc2ccccc2)CC1)NCCc1ccc(F)cc1 | -3
Cc1ccc(NC(=O)c2ccc(S(=O)(=O)Nc3c(C)n(C)n(-c4ccccc4)c3=O)cc2)nc1 | -2
CCOc1nc(NC2CCCCC2)nc(NC(C)(C)C)n1 | 0
CCOCc1nnc(NS(C)(=O)=O)s1 | -3
O=C(CCCOc1ccccc1)N1CCN(c2ccc(F)cc2)CC1 | -4
O=C(Cn1c(-c2ccccn2)nc2ccccc21)N/N=C/c1cccnc1 | 0
COc1cc(-n2c(=O)c3ccccc3n(Cc3cc(=O)n4ccccc4n3)c2=O)cc(OC)c1OC | -1
O=C(O)C1=C(OCc2ccc(F)c(F)c2)C(=O)NCC1 | 0
CCO[C@@H]1OC(C(=O)O)=C[C@H](C2CCCCC2)[C@H]1CCCO | -1
Cc1noc(C)c1COC(=O)c1cccc(S(=O)(=O)N2CCOCC2)c1 | -1
Cc1c(C(=O)O)oc2ccc(S(=O)(=O)N3CCCCC3C(=O)O)cc12 (stereo unspecified) | -2
O=C(Nc1ccccc1N1CCCC1)c1cccnc1 | -4
CC1(C(=O)NS(=O)(=O)c2cccc(F)c2)CCN1C(=O)CCc1ccccc1 (stereo unspecified) | 1
O=C(Nc1ccccc1)Nc1ccccc1C(=O)NCc1ccccc1 | -1
COc1ccc(OC)c(-c2csc(N(Cc3ccco3)C(=O)c3cccs3)n2)c1 | 1
COc1ccc(CN(Cc2cccn2C)S(=O)(=O)c2cccc(C(F)(F)F)c2)cc1 | -4
O=C(O)C1=C[C@@H](c2ccccc2)C[C@@H](OCc2ccc(CO)cc2)O1 | 2
CCCCCC(=O)Nc1ccc(-c2nnc3n2CCCCC3)cc1 | 1

# Seven entries picked at random from those above:
structure | TbREL1 primary
Cc1noc(C)c1COC(=O)c1cccc(S(=O)(=O)N2CCOCC2)c1 | -1
Cc1nc(CNC(=O)CC2C(=O)NCCN2Cc2ccc(F)cc2)cs1 (stereo unspecified) | -3
C#CCNC(=O)C[C@H]1C[C@@]2(C(=O)OC)C(=C[C@H](C(C)C)O[C@@H]2C2CC2)N(Cc2ccc3c(c2)OCO3)C1=O | 4
O=C(O)C1=C[C@@H](c2ccccc2)C[C@@H](OCc2ccc(CO)cc2)O1 | 2
O=C(O)C1=C(OCc2ccc(F)c(F)c2)C(=O)NCC1 | 0
CCOCc1nnc(NS(C)(=O)=O)s1 | -3
O=C(CN1CCC(Cc2ccccc2)CC1)NCCc1ccc(F)cc1 | -3

# Ordered by value in TbREL1 primary (highest first): some entries from above
structure | TbREL1 primary
CCc1c(C(=O)N/N=C/c2ccc(C)o2)csc1C | 0
O=C(Nc1ccccc1)Nc1ccccc1C(=O)NCc1ccccc1 | -1
CCOCc1nnc(NS(C)(=O)=O)s1 | -3

# Carrying on:
structure | TbREL1 primary
CCOC(=O)N1CCC(NC2CCCCCCC2)CC1 | 2
CCOC(=O)C1C(c2ccc(O)cc2)NC(=O)NC1(O)C(F)(F)F (stereo unspecified) | 0
CC(C)c1cc(C(=O)O)c2ccccc2n1 | 13*
CN(C(=O)c1ccccc1C(=O)OCC(=O)NCc1cccs1)C1CCCCC1 | -2
CCCCCn1c(CN(C)Cc2ccccc2)nc2c1c(=O)n(C)c(=O)n2C | -1
O=C1C(C=NC2CC2)=C(O)c2ccccc21 | 2
O=C(CCc1nc2ccccc2[nH]1)N1CCN(C(=O)c2ccco2)CC1 | 0
O=c1[nH]c(=O)n(Cc2ccco2)c2c1C(C(F)(F)F)(C(F)(F)F)N=C(c1ccc(F)cc1)N2 | 0
O=C(NCCCN1CCOCC1)c1ccc(Sc2ccc(Br)cc2)c([N+](=O)[O-])c1 | 4
COc1cccc(CCc2nnc(CCC(=O)N3CCCC3c3nccs3)o2)c1 (stereo unspecified) | 0
COc1ccc(N(CC(=O)NC2CCCC2)C(=O)CCC(=O)Nc2cc(C)on2)c(OC)c1 | 4
COC(=O)c1cc(OC)c(OC)cc1NC(=O)CCC1CCCC1 | 0
CCOc1cc(/C=N/NC(=O)C(=O)NC)cc(Br)c1O | -2
N#CCCn1cc(/C=C2\NC(=S)N(c3ccccc3)C2=O)c(-c2ccc(F)cc2)n1 | -1
COc1ccc(C2c3ccc4ccccc4c3Oc3ncn(Cc4ccco4)c(=N)c32)cc1OC (stereo unspecified) | -3
COc1cccc(NC2SC(=O)N(c3ccccc3)C2=O)c1 (stereo unspecified) | 5
COc1ccc(CC(=O)N(C)Cc2cccc(F)c2)cc1S(=O)(=O)N1CCOCC1 | -1
Cc1nn(C)cc1NC(=O)CCSc1nc(-c2ccco2)cc(C(F)(F)F)n1 | 4
Cc1ccc([N+](=O)[O-])c2cccnc12 | 0
Cc1cc(NC(=O)CCC(=O)N(c2ccccc2)C(C(=O)NC2CCCC2)c2ccncc2)no1 (stereo unspecified) | 6
CCOC(=O)C(C)Oc1ccc2c(-c3cccc([N+](=O)[O-])c3)cc(=O)oc2c1 (stereo unspecified) | 0
CN(C(=O)CSc1ccc2c(c1)OCCO2)c1ccccc1 | -3
CCOC(=O)Nc1cccc(OCC(=O)Nc2ccc3c(c2)CCC3)c1 | 2
COc1ccc(Br)c(C(=O)N2CCN(S(=O)(=O)c3cccs3)CC2)c1 | 0
Cc1ccc(NC(=O)C(C)OC(=O)Cn2cnc3ccccc3c2=O)cc1 (stereo unspecified) | 1
C=CCN1CCN(C(CCC)c2nnnn2Cc2ccco2)CC1 (stereo unspecified) | -1
Cc1nonc1C(=O)N1CCCC(N2CCN(c3ccc(F)cc3)CC2)C1 (stereo unspecified) | -3
Cc1ccc(NC(=O)CCNC(=O)c2ccco2)cc1 | 4
CN(C(=O)COc1cccc(Br)c1)C1CCS(=O)(=O)C1 (stereo unspecified) | 0
COCCCn1c(SCC(=O)N2CCOCC2)nc2ccccc2c1=O | 2
Cc1ccc(OCc2cc(C(=O)N(C)CCn3ccnc3C)no2)cc1C | 0
CCN1C[C@@H]2[C@@H]3C(=O)N(Cc4ccccc4)C(=O)[C@@H]3[C@](Cc3ccccc3)(C1=O)N2C(=O)c1ccc(C(C)(C)C)cc1 | 0
CCCCn1c(SCC(=O)OCC)nnc1-c1ccoc1C | -2
COc1ccccc1Cn1c(-c2ccco2)nc2nc3ccccc3nc21 | 0
COCCNC(=S)NNC(=O)CSCc1ccc(Cl)cc1Cl | -9
CCOc1ccc(C(=O)N(Cc2ccc(OC)cc2)Cc2cc3cc(OC)ccc3[nH]c2=O)cc1 | 9
Cc1ccc(C)c(NC(=O)CCN2CCc3ccccc3C2)c1 | -1
COc1ccccc1Oc1ccc(S(=O)(=O)NCc2ccccn2)cc1 | -1
COc1ccc(Nc2nnc(SCc3cc([N+](=O)[O-])cc4c3OCOC4)s2)cc1 | 0
Cc1cc(C)cc(NC(=O)N2CCC(c3nc4ccccc4o3)CC2)c1 | -1

# These rows are one share of the data; count on the stated rates, not on these rows.
